Screens deposited in PubChem by National Center for Advancing Translational Sciences (NCATS).
Glioma ERSR ind: induces the endoplasmic reticulum stress response in human glioma cells | U87-MG GRP78 promoter luciferase reporter, 16 h | Potency, µM, for inactives: at the highest dose activation, usual class: activators | hit rate 0.02% among 420,000; also: potency is read from the fitted curve at half-maximal effect; series mostly up to about 76 µM; % of control where 0% means no effect; nearly all actives have a fitted effect of over 35% in size
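Stably transfected U87-MG glioma cells carrying a GRP78-based luciferase sensor; 16 h compound incubation. Luminescence end-point read 10 min after Bright-Glo addition at room temperature.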
rTrxR1 inhibitor: blocks rat thioredoxin reductase 1 | recombinant rTrxR1, NADPH fluorescence consumption, selenite substrate | hit rate 1% among 390,000 | Potency, µM (top dose mostly 114 µM), for the others: at the highest dose activity change, negative = inhibition, hits mostly inhibitors; also: potency is read from the fitted curve at half-maximal effect; % is scaled to controls: 0 for no effect and ±100 for the full control effect; nearly all actives have a fitted effect of over 65% in size
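Rat TrxR1 (90 nM in the dispensed reagent) was pre-reduced with 400 uM NADPH for 5 min at room temperature, then incubated with compound for 15 min. After 400 uM selenite was added, NADPH fluorescence (Ex 340/Em 450 nm) was followed for 8 min.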
IDH1 R132H inh: human IDH1 R132H inhibition; IDH1-R132H enzyme, NADPH consumption, diaphorase/resazurin fluorescence; Potency, µM (highest dose often 76.6 µM), for the others: at the highest dose activity change, negative = inhibition, most hits filed as inhibitors; O75874; hit rate 0.093% among 390,000; also: potency is read from the fitted curve at half-maximal effect; % is scaled to controls: 0 for no effect and ±100 for the full control effect; nearly all actives have a fitted effect of over 65% in size
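IDH1-R132H (0.5 ug/mL dispensed) in pH 7.5 Tris buffer was preincubated 30 min with compound, then given a substrate mix of 0.016 mM NADPH and 2 mM alpha-KG for 80 min at room temperature; remaining NADPH was read by diaphorase/resazurin fluorescence.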
TrxR1 substrate: rat thioredoxin reductase 1 substrate activity. O89049. purified TrxR1 substrate turnover, NADPH consumption readout. Potency, µM (highest dose often 114 µM), inactives show top-dose activity change, negative = substrate turnover. hit rate 0.01% among 390,000. AID 588456; also: potency is read from the fitted curve at half-maximal effect; % is scaled to controls: 0 for no effect and ±100 for the full control effect; nearly all actives have a fitted effect of over 50% in size
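Rat TrxR1, dispensed at 90 nM, was prereduced with 400 uM NADPH (final) for 5 min at ~22 deg C, then incubated with compound 15 min before 400 uM selenite. A first-read NADPH fluorescence drop versus no-compound background flagged substrates.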
Vif-APOBEC3F blk: inhibitors of Vif-A3F interaction. HeLa A3F-eYFP + Vif (tagged APOBEC3F with the HIV-1 protein that degrades it), YFP fluorescence increase. Potency, µM (doses to about 46.1 µM), inactives show at the highest dose activity, negative = active. hit rate 0.2% among 390,000. AID 602313; also: potency is read from the fitted curve at half-maximal effect; % of control where 0% means no effect; nearly all actives have a fitted effect of over 65% in size
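HeLa cells stably expressing Vif plus C-terminally eYFP-tagged A3F were seeded, incubated overnight at 37 deg C, dosed with compound, incubated overnight again at 37 deg C. Yellow fluorescence (Ex 488/Em 500-530) reported blocked Vif-mediated A3F-eYFP degradation.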
LDHA block: blocks human lactate dehydrogenase A. P00338. purified LDHA, NADH/diaphorase-resazurin fluorescence; hits give low values. activity change, % (values are at about 110 or 230 µM). hit rate 0.15% among 480,000; in the data active = activity change below about -30%; inconclusive = mostly about -25% to -30%;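 also: plate controls were DMSO wells for no effect and wells without enzyme for full effect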
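Human LDH5 at 2 nM final in Tris HCl pH 7.4 with 0.06 mM NADH and 0.2 mM pyruvate, reacted 5 minutes at room temperature. Remaining NADH coupled via diaphorase/resazurin; resorufin fluorescence read at 0 and 20 minutes, normalized to enzyme-free and DMSO wells.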
USP1-UAF1 inh: blocks the human USP1/UAF1 deubiquitinase complex | Potency, µM (titrated, usually from 57.1 µM), for the others: at the top dose activity change, negative = inhibition, usual class: inhibitors | O94782 | hit rate 0.23% among 390,000 | recombinant USP1/UAF1, Ub-Rhodamine cleavage fluorescence; also: potency is read from the fitted curve at half-maximal effect; % is scaled to controls: 0 for no effect and ±100 for the full control effect; nearly all actives have a fitted effect of over 60% in size; inactives centre near -12
Target sequence (O94782 whole entry, looked up): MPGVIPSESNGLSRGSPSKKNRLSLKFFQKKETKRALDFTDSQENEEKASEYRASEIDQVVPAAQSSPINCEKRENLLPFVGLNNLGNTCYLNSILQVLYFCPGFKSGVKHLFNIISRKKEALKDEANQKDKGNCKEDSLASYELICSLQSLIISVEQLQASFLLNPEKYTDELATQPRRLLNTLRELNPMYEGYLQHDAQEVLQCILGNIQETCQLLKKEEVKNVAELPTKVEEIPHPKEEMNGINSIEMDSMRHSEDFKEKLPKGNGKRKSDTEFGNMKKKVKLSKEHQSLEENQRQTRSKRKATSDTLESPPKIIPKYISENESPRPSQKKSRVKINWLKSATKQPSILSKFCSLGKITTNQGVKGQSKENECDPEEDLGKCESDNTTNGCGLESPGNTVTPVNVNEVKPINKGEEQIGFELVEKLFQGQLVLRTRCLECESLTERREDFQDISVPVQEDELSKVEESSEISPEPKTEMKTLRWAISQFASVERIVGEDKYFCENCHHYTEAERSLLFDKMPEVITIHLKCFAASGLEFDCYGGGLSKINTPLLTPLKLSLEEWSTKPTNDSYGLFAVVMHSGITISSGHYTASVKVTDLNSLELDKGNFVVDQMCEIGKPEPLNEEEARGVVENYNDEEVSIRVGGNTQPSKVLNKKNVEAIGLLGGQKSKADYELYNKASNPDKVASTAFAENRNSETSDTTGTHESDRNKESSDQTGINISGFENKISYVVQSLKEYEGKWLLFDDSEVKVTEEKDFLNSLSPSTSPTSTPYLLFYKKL
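USP1/UAF1 complex (1 nM) preincubated 15 min at room temperature with compound, then Ub-Rho substrate (150 nM final) added. Kinetic fluorescence at 480/540 nm over 6 reads at 60 s intervals; 50 mM HEPES pH 7.8, 0.5 mM EDTA, 0.1 mg/ml BSA, 1 mM TCEP, 0.01% Tween-20.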
Vif-A3G inh: inhibitors of Vif-APOBEC3G interaction; Potency, µM (series often up to 46.1 µM), without a hit: at the highest dose activity, negative = active, usual class: inhibitors; Q9HC16; hit rate 0.076% among 410,000; HeLa A3G-eYFP + Vif (tagged APOBEC3G with the HIV-1 protein that degrades it), YFP fluorescence, overnight;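 also: potency is read from the fitted curve at half-maximal effect; % is scaled to controls: 0 for no effect and ±100 for the full control effect; nearly all actives have a fitted effect of over 60% in size; hits raise eYFP signal because A3G escapes Vif-driven loss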
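HeLa cells stably expressing Vif and C-terminally eYFP-tagged A3G, seeded overnight at 37 deg C, then exposed to compound by pintool overnight at 37 deg C. Rise in yellow fluorescence (Ex 488/Em 500-530, Acumen) marks blocked Vif-driven A3G degradation.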
RGS4 inhibitor: blocks human RGS4-accelerated GTP hydrolysis; Transcreener GDP fluorescence polarization, RGS4-accelerated GTP hydrolysis; AID 504845; hit rate 0.039% among 390,000; Potency, µM (doses to about 114 µM), for the others: at the top dose activity change, negative = inhibition, usual class: inhibitors; also: potency is read from the fitted curve at half-maximal effect; % is scaled to controls: 0 for no effect and ±100 for the full control effect; nearly all actives have a fitted effect of over 75% in size; some results filed as inactive show a strong effect at the top dose
Target sequence (P49798 whole entry, looked up): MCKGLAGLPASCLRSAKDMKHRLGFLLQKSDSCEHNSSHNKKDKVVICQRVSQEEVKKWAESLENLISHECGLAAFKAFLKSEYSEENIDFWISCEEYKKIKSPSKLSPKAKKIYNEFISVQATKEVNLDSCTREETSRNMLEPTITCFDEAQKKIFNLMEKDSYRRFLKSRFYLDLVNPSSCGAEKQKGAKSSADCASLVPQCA
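MLSMR compounds (23 nl, pin-transferred) preincubated 10 min at room temperature with a 500nM (2x) first reagent, then RGS4 at 900nM (2x) plus Transcreener GDP mix added; fluorescence polarization (620/688 nm) read before and after 90 min at 30 °C.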
The depositor's hits bear a star; ? = inconclusive; nt = not tested or not shown; & = joins results of further samples; [ ] = remark or other dose. Unless noted, calls follow the shape of the dose curve; as a rule, active = well fitted curve in the direction sought with a large enough effect; inconclusive = small, poorly fitted or top-dose-only effect, or another doubt; inactive = no such curve, though single readings can be large; an effect the other way counts as inactive or inconclusive. This is a subset. The share of hits here may be higher or lower than overall.

smiles	Glioma ERSR ind	rTrxR1 inhibitor	IDH1 R132H inh	TrxR1 substrate	Vif-APOBEC3F blk	LDHA block	USP1-UAF1 inh	Vif-A3G inh	RGS4 inhibitor
COCCNC(=O)C(C)OC(=O)c1nsc(Cl)c1Cl (stereo not given)	2%	12%[57.1 µM]	1%	8%[57.1 µM]	8%	-19	-11%	2%	11%
NC(=O)c1ccc(NC(=O)COC(=O)c2c3c(nc4ccccc24)/C(=C\c2ccc4c(c2)OCO4)CCC3)cc1	-3%	13%	9%	8%	?	-2	-12%	-19%	25%[11.4 µM]
Cc1cc(C)nc(/N=C2\NC(=O)CC(C(=O)O)N2c2ccc(C)c(C)c2)n1 (stereo not given)	-1%	19%[57.1 µM]	10%	5%	-4%	?	-2%	1%	?
COCCN1C(=O)c2cc(C(=O)Nc3ccc(C)c(F)c3)ccc2C1Nc1ccc(C)c(F)c1 (stereo not given)	1%	15%[57.1 µM]	-11%	3%[57.1 µM]	-10%	1	-6%	7%	8%
CC(CN1CCCCC1)OC(=O)COc1ccc(Cl)cc1 (stereo not given)	-5%	14%[57.1 µM]	4%	6%[2.29 µM]	12%	-4	-3%	-6%	?
CCN(C(=O)COC(=O)CNC(=O)c1ccc(F)cc1)C1CCS(=O)(=O)C1 (stereo not given)	0%	3%[57.1 µM]	0%	-1%[57.1 µM]	11%	-5	-8%	2%	27%
Oc1c(C(c2ccccc2)N2CCOCC2)ccc2ccccc12 (stereo not given)	7%	3.2µM*	31%[activator]	-12%	10%	9	-16%	-23%	?
Fc1ccccc1Cc1noc(CN(Cc2ccccn2)CC2CCCO2)n1 (stereo not given)	0%	30%[57.1 µM]	3%	-2%[57.1 µM]	13%	0	-11%	0%	-20%
COc1ccc(S(=O)(=O)N(CCC(N)=O)Cc2ccco2)cc1OC	17%	22%	-5%	8%	-8%	-9	-7%	-1%	3%
c1ccc(CCCc2nc(-c3ccccn3)no2)cc1	3%	5%	3%	8%	0%	-2	29%	3%	17%
CCn1cc(/C=C/C(=O)Nc2ccn(Cc3c(F)c(F)cc(F)c3F)n2)cn1	-1%	-4%	1%	-7%	6%	3	-14%	-4%	-34%
CCOc1ccc(NC(=O)CN(C)C(=O)CCCOc2ccc(Cl)c(C)c2)cc1OCC	-1%	-8%	2%	-12%	-21%	-4	-3%	-6%	-8%
Cc1nnc(C)n1N1C(=O)c2cccc3cccc(c23)C1=O	0%	-6%	6%	28%	-14%	0	-8%	0%	-19%
Cc1c(C(=S)Nc2ccccc2)cnn1-c1ccccc1	3%	-15%	6%	-11%	-10%	-7	-8%	2%	21%
COCCn1c(SCC(=O)c2ccc(F)cc2)nc2cc(C(=O)NC3CCCC3)ccc2c1=O	-3%	14%[57.1 µM]	-9%	3%[57.1 µM]	-2%	0	-8%	1%	-12%
CCOc1ccccc1N1C(=O)CC(Sc2nccc(C)n2)C1=O (stereo not given)	-3%	-7%	14%	3%	?	-3	-7%	-4%	12%
COc1ccc(CNC(=O)COC(=O)CN2C(=O)C3CCCCC3C2=O)cc1 (stereo not given)	-3%	nt	-1%	nt	1%	-7	?	1%	nt
COc1ccc(NC(=O)CSc2ccc3nc(-c4ccccc4)cn3n2)c(OC)c1	5%	9%[57.1 µM]	1%	3%[57.1 µM]	0%	-2	-14%	-4%	-21%
CCOC(=O)C1=C(CN2CCN(C(=O)c3ccco3)CC2)NC(=O)NC1c1ccc(F)cc1 (stereo not given)	-2%	2%	3%	6%	-17%	-4	-7%	0%	-8%
CCOC(=O)c1[nH]c(C)c(CCC(=O)Nc2cc(Cl)c(OC)cc2OC)c1C	-4%	11%[57.1 µM]	21%	-2%[57.1 µM]	-8%	-3	-5%	-9%	-5%
O=C(NC(=S)NC1CCSC1=O)c1cccs1 (stereo not given)	0%	9%	3%	4%	10%	-8	-4%	-5%	?
COCCn1c(-c2ccccc2)nc2oc3cc(OC)ccc3c(=O)c2c1=O	-2%	4%[57.1 µM]	17%	0%[57.1 µM]	-7%	-8	-5%	0%	8%
CCCCN(CC)C(=O)Cn1c(=O)n(-c2ccc(OCC)cc2)c(=O)c2c3c(sc21)CCC3	-5%	12%	24%	-6%	-11%	-4	?	0%	27%
CNC(=S)N1CCC(NC(=O)C(Cc2ccc(OC)cc2)NC(C)=O)CC1 (stereo not given)	-3%	7%	-5%	-5%[11.4 µM]	-1%	-4	3%	3%	32%
CCCN(C(=O)CCNC(=O)Cn1cnc2ccccc2c1=O)c1cccc(C)c1	0%&0%	20%&4%	3%&-8%	11%&-2%	15%&-3%	-1&-1	-11%&-22%	0%&-2%	-6%&-9%
O=C1Cc2ccccc2Sc2ccc(O)cc21	-1%	25%[57.1 µM]	6%	8%[57.1 µM]	-3%	-1	106%[activator]	-6%	-12%
O=C(O)COc1ccc(/C=N/NC(=O)COc2nsnc2N2CCOCC2)cc1	-3%	-19%	5%	-11%	-6%	-3	0%	0%	20%[11.4 µM]
CCc1n[nH]c(=S)n1/N=C/c1cc(Br)c(O)c(OC)c1	-5%	?	-1%	-6%	0%	-1	-6%	1%	-15%
O=C(O)CC(CP(=O)(c1ccccc1)c1ccccc1)C(=O)O (stereo not given)	-5%	2%[57.1 µM]	2%	7%[57.1 µM]	-4%	-6	2%	2%	6%
COc1ccccc1-c1nnc(NC(C)=O)s1	4%	2%	7%	9%	-10%	-9	-3%	2%	30%
COc1ccc(C(=O)Cn2c(NCCO)nc3ccccc32)cc1OC	-4%	-17%[57.1 µM]	1%	4%[57.1 µM]	4%	-5	-8%	1%	-11%
CCCC(C(=O)NC1CCCC1)N(Cc1ccc(F)cc1)C(=O)c1snc(C(N)=O)c1N (stereo not given)	-2%	9%	0%	10%	-14%	-2	?	-5%	-8%
Cc1ccc(S(=O)(=O)N2CCCc3cc(NC(=O)c4ccc(C(F)(F)F)cc4)ccc32)cc1	2%	11%[57.1 µM]	0%	-5%[57.1 µM]	-2%	-7	-6%	5%	10%
C/C(N)=C(/C#N)C(=O)COC(=O)c1ccc(NC(N)=O)cc1	-1%	10%	-4%	-2%	1%	0	-1%	0%	19%[11.4 µM]
O=S(=O)(c1ccccc1F)N1CCC(c2nc3ccccc3[nH]2)CC1	-1%	-2%[57.1 µM]	-17%	-3%[57.1 µM]	-8%	-14	-7%	0%	9%
Cc1cc(C(=O)Nc2ccc(-n3c(C)nc4ccccc4c3=O)cc2)ccc1[N+](=O)[O-]	-2%	24%[57.1 µM]	7%	15%[57.1 µM]	5%	-1	-27%	5%	-25%
NC(=O)C1CCCN(C(=O)c2ccc(Cl)cc2)C1 (stereo not given)	-3%	5%	2%	5%	-2%	-5	-2%	3%	-19%
COc1ccc(OC)c(CC(=O)Nc2cc(S(=O)(=O)N3CCCCC3)ccc2C)c1	-2%	3%	-9%	-2%	0%	-4	-4%	0%	-6%
O=C(Nc1ccc(S(=O)(=O)N2CCCC2)cc1)c1c(F)cccc1F	0%	20%	2%	-1%	-20%	-1	-19%	2%	12%
CCC(C)COC(=O)c1ccc(C(=O)O)cc1 (stereo not given)	7%	3%	1%	2%	-5%	-3	-3%	1%	18%
CC1(C)C2CC=C(/C=N/NC(=O)c3ccccc3Br)C1C2 (stereo not given)	-3%	13%	4%	-1%	-7%	-12	-6%	0%	0%
C1CN(CC2CCN(c3nc4nonc4nc3N3CCSCC3)CC2)CCO1	0%	-11%[57.1 µM]	3%	-2%[57.1 µM]	-19%	-3	-19%	-3%	-12%
CC(C)Nc1nc(NC(C)C)nc(OCCOC(=O)Nc2ccccc2)n1	15%	7%	-1%	0%	-2%	-2	-13%	0%	-6%
CCOC(=O)c1ncn2c1C(=O)OC2(C)C	-5%	9%	8%	6%	-8%	-3	-3%	-2%	0%
COc1ccc(-c2sc3cc(OC)ccc3c2-c2ccc(OCCN3CCOCC3)cc2)cc1	-2%	15%	0%	31%	8%	3	-5%	-3%	7%
COc1cc(/C=N/n2nnnc2N)ccc1OCc1c(C)no[n+]1[O-]	-2%	-13%	8%	-5%	-2%	-7	-1%	-3%	10%
CCOC(=O)C1CCN(C(=O)c2ccc(S(=O)(=O)Nc3ccccc3Cl)cc2)CC1	-2%	-6%[57.1 µM]	-7%	-8%	?	3	5%	0%	?
COc1ccc(OC)c(NC(=O)c2c(NC(=O)CCC(=O)O)sc3c2CCCCC3)c1	-7%	-19%	0%	-1%	-1%	-3	-1%	-1%	-53%
O=S(=O)(NCc1ccncc1)c1ccccc1	-8%	11%	4%	-2%	-2%	4	-9%	-5%	5%[56.9 µM]
Cc1ccc(S(=O)(=O)c2nnn3c2nc(N2CCN(c4cccc(C)c4C)CC2)c2ccccc23)cc1C	-2%	21%	-9%	1%	-4%	-1	8%	5%	-17%
